# High-throughput results from PubChem.
# Insulin prom up: MIN6 insulin promoter up-regulation | 190,000 tested, 0.3% active | AID 1625 | z-score at 5 µM | MIN6 insulin promoter-GFP reporter, high-content imaging; active compounds read high;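 active means z-score above 3 at 5 µM with at least 500 cells counted in the well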
# WT yeast gro inh: growth inhibition of WT yeast, mitochondrial fusion screen; AID 1362; inhibition, % at 10 µM; mitochondrial fusion phenotypic screen, WT strain; 190,000 tested, 2.1% active; in the data active means inhibition above about 58%; tested in S. cerevisiae
# ER stress rescue: protection against thapsigargin-triggered cell killing – 384-well, CSM14.1, ATP luminescence, primary screen (AID 1222) | 190,000 tested, under 10 active | CSM14.1 thapsigargin-induced death rescue, ATP luminescence; higher % means a stronger effect | cellular ATP content (survival), % at 20 µM, or EC50 in µM where a hit was titrated;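 active means EC50 below 50 µM in the dose-response confirmation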;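 further: death triggered by thapsigargin at about 15 µM added after 2 h compound pretreatment; cell ATP read after overnight thapsigargin exposure of roughly 18 to 22 hours; normalized against plate controls of thapsigargin alone and 5% DMSO vehicle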
# Autophagy HCS: modulators of autophagy. MEF GFP-LC3 puncta imaging; test concentration mostly 10 µM. calls only at 10 µM (by protocol). 190,000 tested, 0.98% active;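 active means percentage of spot-positive cells more than 3 SD above its plate mean, without a fluorescence outlier flag or 80% toxicity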;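 further: spot-positive cell cutoff set from DMSO-treated cells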
# Lipid droplet: modulators of hepatic lipid droplet formation. AID 1656. AML12 mouse hepatocytes, oleate lipid droplets, BODIPY imaging. inhibition, % at 6.5 µM. 240,000 tested, 0.4% active;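 active means lipid droplet intensity inhibited by at least 50%, with more than 500 cells counted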
#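 Assay system: AML12 mouse liver cells | Compound: 6.5 µM single-point dosing | Schedule: Overnight exposure | Technique: Fluorescence imaging, 20x objective, two fields per well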
# XIAP antagonists: small molecules displacing peptide from XIAP – biochemical, IAP family, fluorescence polarization (AID 1018) | 200,000 tested, 0.007% active | one-dose displacement, % at 20 µM; IC50 in µM for titrated hits | XIAP BIR domain, fluorescence polarization peptide displacement; higher % means a stronger effect; in the data active means displacement above about 50%; further: a part of the inactive calls stands beside numbers as strong as those of hits
# Dynein transport: blocks dynein driven cargo transport along microtubules; 3617.4 mouse cells, GR-EGFP nuclear translocation imaging; test concentration mostly 20 µM; stimulated with dexamethasone, 1 µM; active compounds read low; z-score, hits read low; 220,000 tested, 0.47% active;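 active means plate z-score of nuclear minus cytoplasmic receptor signal below a set negative limit, without overly bright fluorescence or cell loss, cut at about -3.5 in these data, passing the limit was not always enough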;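 further: z-score of nuclear minus cytoplasmic ring GR-EGFP intensity difference per well; some compounds called inactive have numbers as strong as hits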
#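 Buffer or medium: Induction medium lacking tetracycline, stripped serum | Also added: Dexamethasone agonist, 1.0 µM final, for 30 min | Timing: 48 h induction, 1 h compound, 30 min dex at 37 °C | Detection: Formaldehyde fixation, Hoechst nuclear stain, 10x automated fluorescence imaging | Measure: Nuclear versus cytoplasmic GR-EGFP signal, averaged per well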
# bCat nuc transl: alters nuclear translocation of beta-catenin in HeLa cells; 190,000 tested, 0.3% active; nuclear translocation activity, % at 5 µM; AID 1665; immunofluorescence imaging;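 active means nuclear translocation activity above 50% at 5 µM, with a well cell count of 50 or more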;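 further: per-cell ratio of nuclear to cytoplasmic median beta-catenin stain intensity; plate controls were DMSO negative control for no effect and GSK-3 inhibitor IX positive control for full effect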
#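 Test system: human HeLa cell line; Doses: 5 µM primary, 0.02–20 µM confirmation; Incubation: 24 h compound exposure, 37°C; Detection: beta-catenin immunofluorescence imaging with DAPI; Read-out: beta-catenin nuclear/cytoplasmic ratio, % activation.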
# MT stabilize HCS: microtubule stabilization, imaging screen; HeLa tubulin immunostaining HCS, 24 h; share of cells brighter than vehicle mean+2SD; % tubulin-high responders, % at 10 µM; 200,000 tested, 0.83% active;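 active means plate Z-score above 3 for both tubulin-high and condensed-nucleus cell shares, with cell loss under 80%, at 10 µM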;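 further: anti alpha tubulin signal scored within the nucleus-defined area of each cell; some results filed as inactive read as strong as hits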
# WT yeast gro inh mutant strain: recorded beside WT yeast gro inh, whose call it bears; inhibition, %; mitochondrial fusion phenotypic screen, mutant strain inhibition
# Dynein transport cytoplasmic EGFP: recorded beside Dynein transport, whose call it bears; z-score; measured here: cytoplasmic GR-EGFP intensity; active compounds read high
# Dynein transport nuclear GR-EGFP: second read-out of Dynein transport, no call of its own (marks repeat the call); z-score; measured here: nuclear GR-EGFP intensity;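 lower value marks the stronger effect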
# Dynein transport cell count: further read-out of Dynein transport, marked with its call; z-score; measured here: cell count per field
# Insulin prom up cell count: further read-out of Insulin prom up, marked with its call; cell count; measured here: cytotoxicity, nuclei count;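 total cells summed across four imaged fields per well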
# Lipid droplet cells 6.5 µM: second read-out of Lipid droplet, no call of its own (marks repeat the call); cell count; measured here: cell count, cytotoxicity flag;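 cells counted across two imaged fields per well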
# bCat nuc transl cell count 5 µM: recorded beside bCat nuc transl, whose call it bears; cell count; measured here: cell count, cytotoxicity flag
# MT stabilize HCS Hoechst-high %: recorded beside MT stabilize HCS, whose call it bears; % Hoechst-high responders; measured here: nuclear condensation Hoechst responders;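 share of cells brighter than vehicle mean plus two SD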
# MT stabilize HCS cytotoxicity %: also measured in MT stabilize HCS; calls as there; toxicity, %; measured here: cytotoxicity by cell density;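 0% = mean cell density of plate MIN control wells and 100% = no cells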
# Autophagy HCS cell loss 18 h: further read-out of Autophagy HCS, marked with its call; toxicity, %; measured here: cell loss, nuclei count;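 cell loss after 18 h compound exposure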
# An asterisk follows results filed as active; i = inactive; nt = no result given.
SMILES,Insulin prom up,Insulin prom up cell count,WT yeast gro inh,WT yeast gro inh mutant strain,ER stress rescue,Autophagy HCS,Autophagy HCS cell loss 18 h,Lipid droplet,Lipid droplet cells 6.5 µM,XIAP antagonists,Dynein transport,Dynein transport cytoplasmic EGFP,Dynein transport nuclear GR-EGFP,Dynein transport cell count,bCat nuc transl,bCat nuc transl cell count 5 µM,MT stabilize HCS,MT stabilize HCS Hoechst-high %,MT stabilize HCS cytotoxicity %
COc1cc(/C=C(\C#N)C(=O)Nc2cc(C(F)(F)F)ccc2Cl)ccc1OCC(=O)Nc1cccc(C(F)(F)F)c1,0.09,1264,16,-2,-1.7%,i,6,16,613,-5.8%,2.7,3.1,1.6,-3.8,0.0,928,4.0,1.1,2.2
Cc1onc(-c2ccccc2)c1C(=O)Nc1cccc(C#N)c1,-0.54,1611,10,-1,-3.1%,i,0,0,696,-3.5%,-0.63,-0.21,-0.0057,-0.23,-2.8,1101,2.2,3.7,8.4
CCNS(=O)(=O)c1ccc(NC(=O)c2ccccc2SCCOC)cc1,-0.03,1271,8,0,0.0%,i,11,-2,740,1.9%,0.16,-0.26,0.2,0.077,2.2,1061,0.9,1.5,2.9
CCOC(=O)c1ccc(N(C(=O)c2cnccn2)C(C(=O)NC2CCCCC2)c2cn(C)nc2C)cc1 (stereo not drawn),nt,nt,5,-15,-0.4%,i,8,nt,nt,-5.5%,-0.29,-0.23,-0.43,1.3,nt,nt,3.1,2.2,6.6
CC1CCCCC1NC(=O)C1Cc2ccccc2CN1S(C)(=O)=O (stereo not drawn),nt,nt,-9,-41,-3.1%,i,-43,1,778,-6.7%,0.44,-0.22,0.4,0.36,nt,nt,3.1,4.0,14
COc1ccc(-c2nn(-c3ccccc3)cc2C(=O)Nc2nccs2)cc1OC,nt,nt,27,-2,-1.6%,i,27,-21,698,-2.3%,0.32,-0.25,0.12,0.29,-1.3,1120,12,3.9,21
Cn1cnnc1SCC(=O)Nc1ccccc1,-0.12,1238,5,-1,0.9%,i,2,12,747,0.8%,0.9,-0.097,0.71,-1.2,-3.6,1196,1.1,4.1,8.1
COC(=O)c1cc(C(=O)OC)cc(-n2c(C)cc(C(=O)CC#N)c2C)c1,0.45,1542,-7,-12,-1.3%,i,1,9,683,-9.3%,0.13,-0.2,0.45,-0.11,-1.2,1045,4.5,1.7,7.9
Cc1ccc(NNC(=O)c2snnc2C)cc1Cl,0.19,1069,nt,nt,nt,nt,nt,-1,691,nt,-1.1,-0.18,-0.22,1.2,0.2,1309,nt,nt,nt
CN(Cc1ccc(F)cc1)C(=O)c1ccc2c(c1)NC(=O)CS2,-0.61,1458,-9,-7,1.4%,i,38,2,677,-3.7%,-0.72,-0.25,-0.21,0.16,-1.1,922,2.8,2.1,7.2
COC(CNC(=O)c1ccc(Cn2c(=S)[nH]c3cc4c(cc3c2=O)OCO4)cc1)OC,3.5*,1107*,-7,2,-1.5%,i,5,nt,nt,-11%,0.59,-0.22,-0.013,0.011,-2.5,1479,2.7,1.8,2.0
COc1ccc(C2Nc3ccccc3C(=O)N2Cc2ccccc2)cc1CSc1ccccn1 (stereo not drawn),-0.43,1265,23,6,-0.7%,i,-2,nt,nt,-8.3%,-0.38,-0.16,-0.31,0.28,2.3,1404,2.7,1.8,5.9
O=C(O)CNC(=S)N(Cc1ccco1)Cc1ccccc1Cl,0.43,1467,-1,-4,-2.8%,i,8,0,710,-4.0%,1.2,-0.19,0.41,-0.29,-0.3,1129,3.1,3.0,6.4
CC(C)[C@H](NC(=O)c1ccccc1)C(=O)N1CCc2ccccc21,-1.1,1488,-2,3,-2.4%,i,0,12,669,-1.3%,1.1,0.22,1.1,-1.1,-0.3,1083,2.8,2.9,0.8
O=C(O)c1cc(-c2ccc(Cl)s2)[nH]n1,-0.6,1040,nt,nt,nt,nt,nt,-9,668,nt,0.25,-0.22,0.64,0.12,0.2,1324,nt,nt,nt
Cc1nnc(SCC(=O)Nc2cccc(S(=O)(=O)N(C)c3ccccc3)c2)s1,1.1,1006,-23,-8,-2.0%,i,-5,-10,403,-12%,1.3,0.025,0.99,-1.4,2.7,1019,4.1,1.3,12
COc1ccc(OC)c(C=Nc2ccccc2-c2nc3ccccc3[nH]2)c1,-0.5,1445,12,10,0.5%,i,14,-2,619,0.2%,0.048,-0.25,-0.21,0.18,-1.0,1055,5.2,1.7,3.2
Cc1cc(Cl)ccc1OC(C)C(=O)N1CCCN(C(=O)C(C)Oc2ccc(Cl)cc2C)CC1 (stereo not drawn),-0.28,1277,60*,25*,2.4%,i,5,-40,666,-5.9%,-0.79,-0.26,-0.25,0.69,-7.7,1179,3.1,2.6,6.9
CCCOC(=O)/C=C/c1c(C)[nH]c(=O)[nH]c1=O,0.62,1138,7,20,-0.1%,i,19,15,659,-1.6%,0.12,-0.22,0.036,0.49,3.6,331,5.7,2.9,12
COc1ccc(-c2cc(C(F)(F)F)nc(SCCC(=O)N3CCN4CCCC4C3)n2)cc1 (stereo not drawn),-0.37,1875,-3,4,-1.7%,i,-3,-3,638,-3.3%,0.5,1.2,0.71,1.8,-2.3,1165,2.7,1.4,5.8

# The last 4 entries of the part before come first, to join the parts.
SMILES,Insulin prom up,Insulin prom up cell count,WT yeast gro inh,WT yeast gro inh mutant strain,ER stress rescue,Autophagy HCS,Autophagy HCS cell loss 18 h,Lipid droplet,Lipid droplet cells 6.5 µM,XIAP antagonists,Dynein transport,Dynein transport cytoplasmic EGFP,Dynein transport nuclear GR-EGFP,Dynein transport cell count,bCat nuc transl,bCat nuc transl cell count 5 µM,MT stabilize HCS,MT stabilize HCS Hoechst-high %,MT stabilize HCS cytotoxicity %
COc1ccc(OC)c(C=Nc2ccccc2-c2nc3ccccc3[nH]2)c1,-0.5,1445,12,10,0.5%,i,14,-2,619,0.2%,0.048,-0.25,-0.21,0.18,-1.0,1055,5.2,1.7,3.2
Cc1cc(Cl)ccc1OC(C)C(=O)N1CCCN(C(=O)C(C)Oc2ccc(Cl)cc2C)CC1 (stereo not drawn),-0.28,1277,60*,25*,2.4%,i,5,-40,666,-5.9%,-0.79,-0.26,-0.25,0.69,-7.7,1179,3.1,2.6,6.9
CCCOC(=O)/C=C/c1c(C)[nH]c(=O)[nH]c1=O,0.62,1138,7,20,-0.1%,i,19,15,659,-1.6%,0.12,-0.22,0.036,0.49,3.6,331,5.7,2.9,12
COc1ccc(-c2cc(C(F)(F)F)nc(SCCC(=O)N3CCN4CCCC4C3)n2)cc1 (stereo not drawn),-0.37,1875,-3,4,-1.7%,i,-3,-3,638,-3.3%,0.5,1.2,0.71,1.8,-2.3,1165,2.7,1.4,5.8
O=C(CN1C(=O)C2C3C=CC(C3)C2C1=O)N1CCc2ccccc2C1 (stereo not drawn),0.25,1592,-6,3,-0.7%,i,9,nt,nt,-3.5%,-0.72,-0.091,-0.48,0.94,0.2,1362,1.8,2.4,13
C=C1CSc2nc(=O)c3c(C)c(C)sc3n21,-0.15,1294,-1,12,-2.5%,i,1,-17,751,-1.1%,-0.47,-0.25,-0.28,-0.28,nt,nt,2.0,1.7,2.1
Cc1ccc(N2C(=O)C3ON(c4ccccc4)C(c4ccncc4)C3C2=O)c(C)c1 (stereo not drawn),1.6,1020,6,8,-0.7%,i,8,nt,nt,-1.8%,-0.96,-0.33,-0.56,1.4,-0.6,1106,1.7,2.3,6.3
Cn1c(C(O)c2ccccc2)nc(Cl)c1Cl (stereo not drawn),nt,nt,-8,-6,-0.5%,i,-2,nt,nt,-14%,-1.5,-0.13,-0.32,1,-2.9,1020,3.3,1.7,11
CCN(c1ccccc1)S(=O)(=O)c1ccc(Cl)c(NC(=O)COC(=O)c2ccc(Cl)c(N)c2)c1,-0.01,1300,-9,-2,-0.7%,i,-3,-2,615,-2.9%,-0.16,-0.31,-0.39,0.69,1.0,963,4.3,2.4,1.0
O=C(Nc1cccc(Cl)c1)Nc1ccccc1C(=O)O,0.02,1098,nt,nt,nt,nt,nt,-19,711,nt,1.1,-0.18,0.44,-1.8,-0.6,1286,nt,nt,nt
CCOC(=O)c1ccc(NC(=O)CNC(=O)C2CCCCC2)cc1,nt,nt,0,9,0.6%,i,-5,nt,nt,-17%,-0.48,-0.19,-0.12,0.32,-4.0,946,2.0,1.2,8.8
CCOC(=O)c1[nH]c2ccccc2c1NC(=O)Nc1ccc(OC)cc1,0.48,1935,-15,6,-3.2%,i,13,0,697,0.8%,1.1,-0.22,0.37,-1.2,-1.6,1093,3.9,1.6,6.5
CCOC(=O)c1ccc2ncc(C(=O)OCC)c(NCCCN3CCOCC3)c2c1,-2.5,947,19,0,2.8%,i,17,nt,nt,5.3%,0.45,-0.06,0.44,-0.58,-1.3,938,3.9,1.2,6.7
CC(=O)Nc1ccc(C(=O)N/N=C(\C)CC(=O)Nc2ccc(OCc3ccccc3)cc2)cc1,0.4,1269,-16,-9,-3.2%,i,38,-28,473,-0.1%,0.15,-0.28,-0.036,0.65,nt,nt,3.6,2.0,7.5
Nc1cccc(CCc2nc3ccccc3[nH]2)c1,-0.44,1050,2,-2,-2.5%,i,14,-3,785,-3.1%,0.085,-0.32,-0.31,0.3,3.2,471,4.5,2.1,6.9
COc1cc(C2NCC(c3ccc(Cl)cc3Cl)c3c2[nH]c2ccccc32)cc(OC)c1OC (stereo not drawn),0.14,1092,82*,49*,-0.8%,i,3,-12,633,-11%,-0.67,-0.31,-0.81,0.82,nt,nt,2.4,1.9,4.9
